PTAP TSG101 blk: blocks PTAP/TSG101 interaction to inhibit HIV-1 budding; Potency, µM (series often up to 115 µM), without a hit: top-dose activity change, negative = inhibition, usual class: inhibitors; 340,000 tested, under 10 active; AID 493005; Fluorescence polarization, FITC-PTAP peptide / Tsg101 binding; Q99816; active means well fitted inhibition curve with a large enough effect in the main read-out, with a control signal flat, not every such curve was filed as active; inconclusive means small, poorly fitted or top-dose-only effect, or effect the other way, or a change in a side signal; inactive means no such curve, though single readings can be large or run the other way; further: potency means the concentration at half of the fitted maximal effect; % of control where 0% means no effect
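Compounds were pin-transferred onto Tsg101 binding domain (10 uM final) in HEPES pH 7.5 buffer, then FITC-PTAP peptide was added at 50 nM final. After 20 min at RT, polarization reported peptide displacement across a qHTS concentration series.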
Menin MLL FP TR: inhibitors of human menin-MLL interaction, mutant MLL peptide; O00255; Menin + Texas Red MLL mutant peptide, fluorescence polarization; Potency, µM (doses to about 61.6 µM), for the others: at the highest dose FP activity change, negative = inhibition, most hits filed as inhibitors; 0.23% of 270,000 active; active means well fitted inhibition curve with a large enough effect in the polarisation, with a control signal flat, not every such curve was filed as active; inconclusive means small, poorly fitted or top-dose-only effect, or effect the other way, or a change in a side signal; inactive means no such curve, though single readings can be large or run the other way; the % refers to the polarisation; further: potency means the concentration at half of the fitted maximal effect; % of control where 0% means no effect; many of its hits are not listed in these tables
Target sequence (O00255 whole entry, looked up): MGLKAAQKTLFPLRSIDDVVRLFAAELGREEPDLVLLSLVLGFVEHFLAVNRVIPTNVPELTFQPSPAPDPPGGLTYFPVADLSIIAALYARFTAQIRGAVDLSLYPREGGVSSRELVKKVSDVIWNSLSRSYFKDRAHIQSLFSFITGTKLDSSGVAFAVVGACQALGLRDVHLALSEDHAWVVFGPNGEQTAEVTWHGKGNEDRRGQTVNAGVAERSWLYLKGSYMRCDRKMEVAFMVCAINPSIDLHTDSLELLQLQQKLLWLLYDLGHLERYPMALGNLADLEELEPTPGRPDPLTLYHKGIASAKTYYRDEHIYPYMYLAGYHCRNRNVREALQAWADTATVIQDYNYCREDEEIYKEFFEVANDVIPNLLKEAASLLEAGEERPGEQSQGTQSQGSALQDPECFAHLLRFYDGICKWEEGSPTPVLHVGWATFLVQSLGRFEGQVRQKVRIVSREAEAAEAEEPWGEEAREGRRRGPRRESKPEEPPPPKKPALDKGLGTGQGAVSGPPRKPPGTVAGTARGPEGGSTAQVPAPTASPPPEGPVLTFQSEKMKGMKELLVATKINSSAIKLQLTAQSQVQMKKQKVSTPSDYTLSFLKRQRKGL
Coupling enz: counter-screen for Giardia aldolase inhibitors: coupling enzyme system; AID 2472; activity change, negative = inhibition, % at 58.2 µM, hits read low; coupling enzyme system counterscreen, AmpLite Red fluorescence; 0.67% of 290,000 active; in the data active means activity change below about -30%; further: on the % scale 0 is the no-effect control and ±100 the full control effect
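Compounds tested against the coupling enzymes alone at 57.5 uM final; readout was AmpLite Red fluorescence (525/598 nm) after 20 min at RT.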
Tb PFK block: T. brucei PFK enzyme inhibition; T. brucei PFK, ADP-Glo luminescence; Potency, µM (top dose mostly 57.5 µM), inactives show at the highest dose activity, negative = inhibition, hits mostly inhibitors; 0.17% of 330,000 active;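 further: potency means the concentration at half of the fitted maximal effect; 0% = uninhibited 1x PFK enzyme wells and -100% = no-enzyme wells; nearly all actives have a fitted effect of over 60% in size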
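1.25 nM PFK with 0.5 mM F6P and 0.1 mM ATP in 0.1 M TEA pH 8.0, 5 mM MgCl2, incubated 45 min at room temperature; ADP measured by ADP-Glo luminescence; compounds titrated up to 57 uM.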
PKM2 activator: PKM2 (human) enzyme activation. Potency, µM (series often up to 57.5 µM), inactives show at the top dose activation, actives largely listed as activators. AID 1631. purified PKM2, Kinase-Glo ATP luminescence, activation; response scale: 0% is enzyme alone, no compound. 0.34% of 260,000 active; further: potency means the concentration at half of the fitted maximal effect; on the % scale 0 is the no-effect control and ±100 the full control effect; nearly all actives have a fitted effect of over 55% in size
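ATP formation by purified human PK-M2, quantified via coupled luciferase luminescence after 1 h at room temperature with 0.1 mM ADP and 0.5 mM PEP final.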
BCR signal inh: inhibitors of chronic active B-cell receptor signaling. ABC-DLBCL IkBa-CBG/CBR reporter, luminescence ratio, 4 h. Potency, µM (titrated, usually from 46.1 µM), for the others: at the highest dose ratio change, negative = lower green/red ratio, most hits filed as inhibitors. 0.05% of 340,000 active. AID 493014; active means well fitted inhibition curve with a large enough effect in the signal ratio, with a control signal flat, not every such curve was filed as active; inconclusive means small, poorly fitted or top-dose-only effect, or effect the other way, or a change in a side signal; the % refers to the signal ratio;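 further: potency means the concentration at half of the fitted maximal effect; plate controls were basal doxycycline-induced cells for no effect and cells given 10 µM MG132 for full effect; MG132 reads +100%, hits lower the ratio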
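Concentration-response series (up to 46 uM) were applied to TMD8 dual-reporter cells for 4 h at 37C with doxycycline. Green/red ratio, after filter-overlap correction, defined %Activity; red signal alone was normalised to basal cells and zero luminescence.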
GALK inh: inhibitors of human galactokinase; P51570; Purified GALK, Kinase-Glo residual ATP luminescence; Potency, µM (doses to about 57.5 µM), for the others: at the highest dose activity change, negative = inhibition, most hits filed as inhibitors; 0.007% of 270,000 active; AID 1868; further: potency means the concentration at half of the fitted maximal effect; on the % scale 0 is the no-effect control and ±100 the full control effect
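Kinase-Glo Plus luminescence measured ATP left after a 1 h room-temperature reaction. The reaction used 5 nM GALK, 100 uM galactose and 35 uM ATP at pH 8.0 (20 mM HEPES, 5 mM MgCl2, 60 mM NaCl, 1 mM DTT, 0.01% BSA).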
Giardia killer: kills Giardia lamblia; Giardia lamblia trophozoite viability; AID 540267; 0.15% of 340,000 active; activity change, % at 7.66 µM, hits read low; in the data active means activity change below about -80%; inconclusive means between about -30% and that limit;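 further: parasites exposed to compound for two days anaerobically before the ATP read; on the % scale 0 is the no-effect control and ±100 the full control effect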
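Trophozoite viability was measured as ATP-dependent luminescence, read 15-30 min after reagent addition. Before that, parasites at 100 cells/well were exposed to compounds for 48 h, anaerobically, at 37 deg C.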
ASM inhibitor: blocks human secretory acid sphingomyelinase | placental ASM, HMU-PC fluorogenic substrate, 60 min | Potency, µM (series often up to 57.5 µM), without a hit: at the top dose activity change, negative = inhibition, hits mostly inhibitors | P17405 | 0.006% of 340,000 active; further: potency means the concentration at half of the fitted maximal effect
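Human placenta-derived ASM enzyme was preincubated with compound for 10 minutes at room temperature, then given fluorogenic substrate HMU-PC0 (9 uM final) for 60 minutes at 37 °C; a pH 10 stop preceded fluorescence reading at Ex 386/Em 447 nm.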
B2AR arrestin: beta2AR (human) beta-arrestin recruitment activity; P07550; beta-arrestin recruitment to beta2AR, cell-based reporter; Potency, µM (top dose mostly 46.1 µM), inactives show at the highest dose activation, most hits filed as activators; 0.02% of 330,000 active;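 further: potency means the concentration at half of the fitted maximal effect; 0% = DMSO controls and full agonism = EC100 isoproterenol or metaproterenol; nearly all actives have a fitted effect of over 65% in size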
Target sequence (P07550 whole entry, looked up): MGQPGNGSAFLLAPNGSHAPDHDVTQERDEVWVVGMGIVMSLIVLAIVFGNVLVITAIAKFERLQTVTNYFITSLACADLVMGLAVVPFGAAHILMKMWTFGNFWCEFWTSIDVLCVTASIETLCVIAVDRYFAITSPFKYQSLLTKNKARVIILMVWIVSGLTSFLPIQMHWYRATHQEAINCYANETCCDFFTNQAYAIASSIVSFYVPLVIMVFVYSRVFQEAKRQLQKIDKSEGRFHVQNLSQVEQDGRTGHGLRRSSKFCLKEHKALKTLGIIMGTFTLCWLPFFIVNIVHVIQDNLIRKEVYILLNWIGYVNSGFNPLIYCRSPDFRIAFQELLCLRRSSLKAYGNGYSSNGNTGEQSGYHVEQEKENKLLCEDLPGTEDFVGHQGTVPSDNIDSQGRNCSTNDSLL
Integrin act MD: activators of alpha7 integrin expression for muscular dystrophy; alpha7betagal myoblasts, beta-gal FDG fluorescence, 48 h; Potency, µM (highest dose often 38.3 µM), for the others: top-dose activation, usual class: activators; 0.064% of 350,000 active; AID 624291;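 further: potency means the concentration at half of the fitted maximal effect; 100% = response of the positive control SU9516; nearly all actives have a fitted effect of over 60% in size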
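alpha7betagal+/- myoblasts (passage 13, 250/well) treated 48 h at 37C with compounds at 1:260 dilution of DMSO stock. Lysed, then beta-galactosidase activity read as FDG fluorescence (ex 480/em 540) after 30 min, with pre-read for autofluorescence.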
* = called active by the depositor; ? = inconclusive; . = no result given; [ ] = remark or other dose. Unless noted, the call rests on the fitted dose curve; in most records, active means well fitted curve in the direction sought with a large enough effect; inconclusive means small, poorly fitted or top-dose-only effect, or another doubt; inactive means no such curve, though single readings can be large; an effect the other way counts as inactive or inconclusive. These rows are one share of the data. The share of hits here may be higher or lower than overall.

Below each compound: PTAP TSG101 blk, Menin MLL FP TR, Coupling enz, Tb PFK block, PKM2 activator, BCR signal inh, GALK inh, Giardia killer, ASM inhibitor, B2AR arrestin, Integrin act MD
CN(Cc1ccc(Cl)cc1Cl)C(=O)CNC(=O)c1ccco1
 : -2%, ., ., 1%, -2%, -1%, -3%, -4, 3%, -0.7%, -21%
COC(=O)Cc1ccc(NC(=S)Nc2ccccn2)cc1
 : -1%, -5%, 2, -3%, ?, -1%, 3%, -10, 1%, -0.7%, 6%
Cc1ccc(CC(=O)Nc2cccc([N+](=O)[O-])c2)cc1
 : -2%, ?, 1, -3%, 7%, ?, -1%, 5, -1%, -0.1%, 1%
O=C(N/N=C/c1ccc(Cl)cc1)c1ccc2c(c1)OCO2
 : -6%, -6%, -1, -9%, ., ?, 4%, 8, 2%, 0.0%, 0%
CC(C)CN(C(=O)CSc1nnc2ccccn12)C1CCS(=O)(=O)C1 (stereo not drawn)
 : -3%, ., ., -3%, ., -3%, ., -6, 5%, 0.1%, -10%
O=C(Nc1nc(-c2ccc(Cl)cc2Cl)cs1)c1ccc(OCC2CCCO2)cc1 (stereo not drawn)
 : 0%, 6%, -2, 2%, 4%, 7%, 1%, -3, -2%, 0.2%, -13%
Cc1ccc(C)c(OC(C)C(=O)Nc2nccs2)c1 (stereo not drawn)
 : 1%, ., ., -6%, -2%, 3%, 4%, 11, 2%, 0.2%, 6%
Cc1ccc(C(C)C)c(OCC(=O)NNC(=O)Cn2[nH]c(=O)c3ccccc3c2=O)c1
 : 0%, ., ., 1%, ., 2%, ., 34[activator], -2%, -0.1%, -11%
CCOc1ccc(OCCC(=O)Nc2ccc(F)cc2C)cc1
 : -7%, 2%, 6, -8%, -4%, ?, -2%, -8, 0%, 0.0%, 27%
COC(=O)N/N=C/c1cn(Cc2c(Cl)cccc2Cl)c2ccccc12
 : 0%, -7%, 1, 4%, 0%, ?, -3%, 12, -12%, 3.1%, -28%
Cc1nnc(SCC(=O)N2CC(=O)Nc3ccccc32)n1C
 : -6%, 2%, 1, 2%, -7%, 16%, -1%, -5, 1%, 0.0%, -30%
O=C(OCc1cccc(F)c1)c1ccc2c(c1)-c1ccccc1C2=O
 : 1%, -6%, 1, 1%[0.46 µM], 2%, -1%, -1%, 5, -7%, 0.6%, 0%
CCc1ccc(C(C)NC(=O)c2cc(C)oc2C)cc1 (stereo not drawn)
 : -6%, 4%, 0, 15%, ?, -2%, 1%, -18, 2%, -0.2%, -32%
N#C/C(=C\c1ccco1)C(=O)NCC1CCCO1 (stereo not drawn)
 : -4%, 14%, 2, -3%, 9%, -1%, 1%, 8, 5%, -0.7%, -6%
O=C(Nc1ccc(S(=O)(=O)Nc2nccs2)cc1)c1cc(-c2ccccc2Cl)nc2ccccc12
 : -5%, ?, 1, -2%, 1%, ?, -1%, 10, -6%, 0.2%, -2%

Remaining list, next part
Below each compound: PTAP TSG101 blk, Menin MLL FP TR, Coupling enz, Tb PFK block, PKM2 activator, BCR signal inh, GALK inh, Giardia killer, ASM inhibitor, B2AR arrestin, Integrin act MD
COc1ccc(OC)c(Nc2nc(=O)c3cccnc3s2)c1
 : -4%, ?, -7, -10%, 8.9µM*, ?, -1%, -16, -1%, -0.2%, 15%
CCOC(=O)c1[nH]c(C)c(C(=O)Nc2cc(Cl)ccc2C)c1C
 : 0%, -20%, -1, 13%, -8%, ?, 2%, 11, 0%, -0.1%, -6%
CCOC(=O)C(C)n1cnc2c(nnn2-c2ccc(C)cc2)c1=O (stereo not drawn)
 : -8%, 0%, 3, 2%, -2%, 14%, 0%, -1, 11%, 0.2%, 3%
Oc1c(Br)cc(Br)cc1/C=N/NC(=S)N[C@H]1CC2C=CC1C2 (stereo partly drawn)
 : 1%, ., -1, -4%, -5%, -2%, ., 11, 375%[activator], -1.0%, -44%
CCN1C(=O)C(=Cc2cccc(OC)c2Oc2ccc([N+](=O)[O-])cc2[N+](=O)[O-])SC1=S
 : -7%, ?, 1, -5%, ., 5%, ., 8, 4%, 0.0%, -57%[inhibitor]
CC(=O)Oc1ccc(C(=O)NCc2ccco2)cc1
 : -2%, 19%, 0, -3%, 2%[11.5 µM], 0%, 0%, -12, 3%, -2.9%, -2%
C/C(=N\NC(=O)c1cccc(Cl)c1)c1cccc(NC(=O)C(C)C)c1
 : -7%, 16%, 3, 0%, -9%, ?, 5%, 0, 2%, 0.1%, -21%
CCOC(=O)c1c(C)oc2c(CN3CCN(C)CC3)c(Br)c(OC)c(O)c12
 : -5%, ?, -16, 4%, 25%, 0%, 0%, -10, -1%, -1.9%, -3%
CCOc1ccc(S(=O)(=O)NCCC(=O)NCC(c2ccc(OC)cc2)N2CCCCC2)cc1 (stereo not drawn)
 : 0%, ., ., -2%, ., 2%, ., 11, 5%, 0.8%, -14%
O=C(Nc1ccc(Cl)cc1F)C1CCN(S(=O)(=O)c2cccc3nonc23)CC1
 : -3%, 12%, 2, -5%, 0%, ?, 2%, -23, -2%, -0.1%, -41%
CC1CCC(NC(=O)C2(C)CCC(=O)N2Cc2cccnc2)CC1 (stereo not drawn)
 : -2%, -13%, 3, 5%, -18%, 1%, 0%, 2, 3%, -0.3%, 0%
C=CCn1c(SCC(=O)Nc2cc(C)cc(C)c2)nnc1-c1cnccn1
 : -2%, -1%, -3, -4%, -8%, -2%, 0%, -22, -1%, -0.1%, -9%
CC1CCCCN1C(=O)COC(=O)CNC(=O)c1sc2ccccc2c1Cl (stereo not drawn)
 : -6%, ., ., -6%, ., 12%, ., -1, 0%, -0.2%, 2%
CC(=O)N(CCC(Cc1ccccc1)c1ccco1)Cc1ccco1 (stereo not drawn)
 : 1%, ?, 3, -11%, 22%, ?, 0%, 7, -1%, 3.9%, 21%
CC1CCCN(C(=O)CSc2nnc(-c3ccco3)n2C)C1 (stereo not drawn)
 : -1%, 1%, 0, 2%, ., 1%, 6%, -20, -4%, -1.0%, 5%

Ordered by value in Menin MLL FP TR (falling): some entries from above
structure | PTAP TSG101 blk | Menin MLL FP TR | Tb PFK block | PKM2 activator | GALK inh | ASM inhibitor | B2AR arrestin | Integrin act MD
CC(=O)Oc1ccc(C(=O)NCc2ccco2)cc1 | -2% | 19% | -3% | 2%[11.5 µM] | 0% | 3% | -2.9% | -2%
O=C(Nc1ccc(Cl)cc1F)C1CCN(S(=O)(=O)c2cccc3nonc23)CC1 | -3% | 12% | -5% | 0% | 2% | -2% | -0.1% | -41%
CC1CCC(NC(=O)C2(C)CCC(=O)N2Cc2cccnc2)CC1 (stereo not drawn) | -2% | -13% | 5% | -18% | 0% | 3% | -0.3% | 0%

Following part:
Below each compound: PTAP TSG101 blk, Menin MLL FP TR, Coupling enz, Tb PFK block, PKM2 activator, BCR signal inh, GALK inh, Giardia killer, ASM inhibitor, B2AR arrestin, Integrin act MD
CC(NCC(O)COCCC12CC3CC(CC(C3)C1)C2)c1ccccc1 (stereo not drawn)
 : -6%, ?, 2, 0%, -2%, ?, 3%, -1, -5%, -0.2%, -62%[inhibitor]
O=S(=O)(Nc1cc(S(=O)(=O)N2CCCC2)ccc1O)c1ccc(Cl)s1
 : -4%, ., ., 10%, ., 2%, ., -29, 2%, 0.0%, -21%
COc1ccc(/C=C2\SC(N)=NC2=O)cc1Cl
 : -9%, ?, 4, 2%, ., -7%, -2%, 16, -2%, -0.5%, 1%
COc1ccc(-c2c(C#Cc3ccsc3)c3cc(-c4ccc(OC)nc4)ccc3n2C)cc1
 : ., ., ., 0%, ., ?, ., 14, 191%[activator], 0.3%, 11%
Cn1c(=O)c2[nH]c(N3CCN(c4ccccc4)CC3)nc2n(C)c1=O
 : -1%, -3%, 1, 8%, -2%, 19%, 0%, 9, -3%, -0.4%, 12%
O=C(CCOc1ccccc1)Nc1ccccc1
 : -4%, -4%, 3, -5%, 2%, ?, -2%, 16, 2%, -0.2%, 13%
COCCNC(=O)C(c1ccco1)N(C(=O)Cn1nnc2ccccc21)c1ccc(C)cc1C (stereo not drawn)
 : -1%, -19%, -1, 0%, 4%, -2%, 1%, -14, -4%, -0.3%, 7%
CCN1CCN(S(=O)(=O)c2ccc(Cl)c(C(=O)NC3CCC(C)CC3)c2)CC1 (stereo not drawn)
 : -3%, ., ., -3%, ., 0%, ., 1, 4%, -0.2%, -23%

Screening data deposited in PubChem BioAssay by National Center for Advancing Translational Sciences (NCATS).
